Source: PubChem BioAssay (several laboratories)
Dengue-2 NS5 capping: Dengue-2 NS5 methyltransferase inhibitors, primary screen, biochemical, confirmation dose response (AID 588689); Dengue-2 NS5 methyltransferase capping enzyme assay, biochemical; higher % means a stronger effect; 340,000 compounds, 0.3% hits; inhibition, % at 25 µM; hits with a dose series show IC50 in µM; in the data active = a potency from the dose series; inconclusive = inhibition above about 29% without an active follow-up result
NOD1 inhibition: inhibition of NOD1-driven NF-kB reporter – cell-based, luminescence, uHTS, primary screen (AID 1578); 290,000 compounds, 1% hits; inhibition, % at 4 µM, or EC50 in µM where a hit was titrated; NOD1-driven NF-kB luciferase reporter cells, luminescence; higher % means a stronger effect; in the data active = inhibition mostly above about 36%, no sharp cut-off; inactive = mostly below about 34%;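 note: HEK-293T reporter cells stimulated with the NOD1 agonist gamma-tri-DAP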
West Nile virus CPE: inhibition of WNV-induced cytopathic effect – cell-based, CPE readout (AID 1621) | West Nile virus-infected cells, CPE inhibition; higher % means a stronger effect | CPE inhibition, % at 10 µM, or IC50 in µM where a hit was titrated | 290,000 compounds, 0.02% hits; in the data active = a potency from the dose series; inconclusive = CPE inhibition mostly from about 3.7% at the one dose, without a potency; inactive = the rest, 99 in 100 with CPE inhibition below about 2.2%; note: strong numbers were not always called active
Yfh1-off respiration: mitochondrial function rescue without frataxin homolog – Friedreich's ataxia, plus single-dose screen, dose response (AID 1465). S. cerevisiae Yfh1-off respiration, WST-1 reduction, 72 h; higher fold induction means a stronger effect. fold induction at 50 µM, or EC50 in µM where a hit was titrated. 220,000 compounds, 0.074% hits;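 active = fold induction of absorbance versus untreated yeast above a set limit, then at least 30% activation at any dose in follow-up; inconclusive = repeats straddling the limit, or above it without dose testing; inactive = fold induction below the set limit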;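 note: activators that raise dye reduction in frataxin-depleted yeast; strong numbers were not always called active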
KOR beta-arrestin-1: KOR agonists, beta-arrestin recruitment, primary screen, cell-based, luminescence, uHTS (AID 1777); activation, % at 10 µM, or EC50 in µM where a hit was titrated; 280,000 compounds, 0.02% hits; KOR beta-arrestin recruitment, luminescence; higher % means a stronger effect; in the data active = activation above about 50%, passing the limit was not always enough; note: a part of the inactive calls stands beside numbers as strong as those of hits
AID2073: inhibitors of Mint1-CaV2.2 protein interaction, biochemical, HTRF (AID 2073) | HTRF protein-protein interaction, Mint1-CaV2.2; higher % means a stronger effect | 290,000 compounds, 0.19% hits | inhibition, % at 20 µM; hits with a dose series show IC50 in µM; in the data active = inhibition mostly above about 51%, no sharp cut-off; inconclusive = no clear call, values can overlap the other calls; inactive = mostly below about 53%; note: some results filed as inactive read as strong as hits
HEK293 NOD2/NF-kB: NOD2 signaling inhibitors, cell-based, luminescence, uHTS, HEK293 (AID 1566); inhibition, % at 4 µM, or EC50 in µM where a hit was titrated; 290,000 compounds, 0.63% hits; HEK293 NOD2/NF-kB luciferase reporter, luminescence; higher % means a stronger effect; note: many of its hits are not listed in these tables
HIV peptide binding: cell-free HIV fusion peptide-binding blockers – biochemical, uHTS, fluorescence dequenching, primary screen (AID 1986); cell-free peptide binding, fluorescence dequenching, 30 min; higher % means a stronger effect; inhibition, % at 20 µM; hits with a dose series show IC50 in µM; 290,000 compounds, 0.3% hits; in the data active = inhibition mostly above about 52%, no sharp cut-off; inactive = mostly below about 76%; note: some results filed as inactive read as strong as hits
KOR beta-arrestin-2: KOR antagonists, beta-arrestin recruitment, cell-based, luminescence, uHTS (AID 1778); KOR beta-arrestin recruitment, luminescence, antagonist mode; higher % means a stronger effect; inhibition, % at 10 µM; hits with a dose series show IC50 in µM; 290,000 compounds, 0.091% hits; note: strong numbers were not always called active
Dengue-2 NS5 capping pilot replicate: second read-out of Dengue-2 NS5 capping, no call of its own (marks repeat the call); inhibition, %; measured here: pilot screen replicate inhibition
* = called active by the depositor; i = inactive; ? = inconclusive; · = no result given; [ ] = dose if it differs, or a comment. Cut-off read from the data, not from the text of the source, unless noted: active = inhibition above about 50%; inactive = the rest.

SMILES | Dengue-2 NS5 capping | NOD1 inhibition | West Nile virus CPE | Yfh1-off respiration | KOR beta-arrestin-1 | AID2073 | HEK293 NOD2/NF-kB | HIV peptide binding | KOR beta-arrestin-2 | others
CCOc1ccc(C(=O)N2CCN(c3ccccn3)CC2)cc1 | 2% | 0% | -1.2% | · | 3.3% | 0% | 5% | 0.8% | -8%
O=C(CCC(=O)c1ccc(Oc2ccccc2)cc1)Nc1ccc(C(=O)O)cc1 | -2% | 2% | -0.7% | · | -3.1% | 14% | 18% | 6.9% | -5%
O=C(c1ccccc1)N1CCN(C(=O)c2ccc3c(c2)OCO3)CC1 | -11% | -11% | -0.6% | · | 2.9% | 7% | 12% | -1.0% | -22%
CCc1nc2ccccc2n1CCc1ccccc1 | 4% | -24% | -0.8% | i | 3.8% | -8% | -15% | 0.2% | 0%
COc1cccc(CN(C)CC(=O)Nc2cccc3ccccc23)c1 | 4% | -36% | -0.3% | i | 1.7% | -4% | -21% | -0.7% | 17%
Cc1ccccc1OCC(=O)N/N=C/c1ccco1 | -1% | -7% | 0.3% | i | 6.3% | -1% | -1% | -0.9% | -40%
Cc1cccc(NS(=O)(=O)Cc2ccccc2)n1 | -3% | -37% | 0.2% | i | 3.1% | 11% | 5% | 2.0% | 1%
Cc1sc2ncnc(NCC3COc4ccccc4O3)c2c1C (configuration not stated) | -4% | 45% | 0.2% | i | 7.0% | 13% | 37% | -2.7% | 1%
C=CCn1c(=O)c2c3c(sc2n2c(Nc4ccc(OC)cc4)nnc12)CCCC3 | -1% | -12% | 0.1% | i | -0.7% | -5% | 16% | -3.3% | -23%
CCN1/C(=C2\SC(=S)N(Cc3ccccc3)C2=O)Sc2ccccc21 | ? | 5% | -0.2% | i | -4.8% | 2% | 12% | 3.4% | 34%
C=CCNC(=S)NNc1nc(Nc2ccccc2)nc(N2CCCCC2)n1 | -7% | -35% | -1.4% | i | · | -10% | -3% | -1.2% | -21%[20 µM]
O=C(CN1C(=O)c2ccccc2S1(=O)=O)NCc1ccc2c(c1)OCO2 | -3% | 15% | -0.1% | i | 2.9% | 8% | -4% | 7.2% | -24%
CCN1CCN(c2ccc(NC(=O)c3ccccc3F)cc2Cl)CC1 | 2% | -40% | -0.1% | i | -3.8% | -11% | -26% | -0.8% | 2%
CN1C(=O)C(O)(C2COC(C)(C)CC2=O)c2ccccc21 (configuration not stated) | -7% | -10% | 0.5% | i | 1.8% | -9% | -16% | 0.5% | 5%
COc1ccc(C(=O)/C=C/Nc2ccccn2)c(OC)c1 | · | -3% | 1.1% | i | -2.5% | -7% | -143% | -2.9% | 15%
CCc1nnc(NC(=O)CSc2nnc(CNc3cccc(Cl)c3)n2CC)s1 | -3% | 1% | 0.0% | i | -0.9% | -2% | 7% | 0.8% | -7%
COc1cc(OC)c(Nc2cc(C)nc3nc(C)nn23)cc1Cl | 2% | -15% | 0.0% | i | -2.9% | 4% | 20% | 0.2% | -12%
COc1ccc(N2CCN(C(=O)CNC(=O)Cn3cnc4sc(C)c(C)c4c3=O)CC2)cc1 | 5% | -24% | -0.5% | · | 3.0% | -3% | 4% | -0.1% | -55%
CCNC(=S)NNC(=O)c1ccc2ncccc2c1 | -2% | -8% | 0.1% | i | -2.0% | 3% | -18% | -0.6% | -6%
COc1ccccc1C(=O)O/N=C(\N)c1ccc(Cl)cc1 | 6% | -22% | 0.4% | i | 1.3% | 7% | -78% | -0.3% | -17%
CCOc1ccc(NC(=O)CSC(N)=O)cc1 | 6% | 4% | -0.3% | i | -1.1% | -14% | 1% | 0.3% | -10%
Cc1ccccc1CN1CCN(CCCc2ccccc2)C(CCO)C1 (configuration not stated) | 3% | -25% | -0.9% | · | -4.2% | 0% | -34% | 0.8% | -18%[20 µM] | Dengue-2 NS5 capping pilot replicate=-2.1
Cc1csc2c(NC3CCN(Cc4ccccc4)CC3)ncnc12 | 8% | 5% | -0.3% | i | · | -13% | 34% | 0.3% | ·
CCN(CC)N=Nc1ccc(S(=O)(=O)Nc2c(C)n(C)n(-c3ccccc3)c2=O)cc1 | 1% | -24% | -0.6% | · | -1.2% | 9% | 13% | 0.5% | 17%
CC(=O)c1cnc2c(-c3ccccc3)cnn2c1C | -2% | -16% | 0.2% | i | -0.3% | -3% | -43% | -0.5% | 18%
COc1ccc(CCNC(=O)C2CCN(S(=O)(=O)N3CCCCC3)CC2)cc1OC | -1% | -9% | · | · | -3.5% | 6% | -10% | -1.6% | 20%
Cn1c(=O)oc2cc(S(=O)(=O)NCCN3CCN(c4ccccc4F)CC3)ccc21 | 0% | 0% | -0.5% | i | -3.5% | 4% | 6% | 5.5% | 11%
Cc1nnc(SCC(=O)Nc2ncc(S(=O)(=O)c3ccc([N+](=O)[O-])cc3)s2)s1 | 6% | -11% | -0.2% | i | -2.8% | 0% | 8% | 1.1% | 37%
CC1CCCCN1C(=O)Cc1ccc(F)cc1 (configuration not stated) | -12% | -7% | -0.5% | i | -4.1% | 14% | 1% | 1.6% | -2%
O=C(Cc1cccc(F)c1)Nc1ccc2c(c1)CCC2 | -11% | -46% | -0.2% | · | -0.7% | 6% | -11% | 0.9% | -17%
CCCS(=O)(=O)N1CCC(C(=O)Oc2ccc(OC)cc2)CC1 | -3% | -3% | 0.1% | · | 5.3% | 9% | 8% | -0.5% | -57%[20 µM] | Dengue-2 NS5 capping pilot replicate=-2.1
CC(=O)N(C)c1ccc(NS(=O)(=O)c2cccc3nsnc23)cc1 | 1% | -41% | -0.7% | · | -3.7% | 10% | -14% | 0.6% | -23% | Dengue-2 NS5 capping pilot replicate=-5.5
O=[N+]([O-])c1ccccc1S(=O)(=O)NCCSc1ccccc1 | -7% | -10% | -0.9% | · | -6.0% | -4% | 17% | -0.6% | 29%
O=C(COC(=O)c1ccccc1)c1ccc(Br)cc1 | -5% | 15% | 0.5% | i | -0.3% | 1% | 2% | -0.5% | -20%
Cc1nn(-c2ccccc2)c2sc(C(=O)N3CCOCC3)cc12 | 0% | -10% | 0.1% | i | 4.4% | -1% | 10% | 0.8% | 0%
CCc1ccccc1NC(=S)N(CCN1CCOCC1)Cc1ccccc1F | 1% | -23% | -1.4% | i | -5.6% | -16% | -4% | -0.3% | 29%
CC(=O)c1ccc(C(=O)N2CCCC(N3CCN(c4ccc(F)cc4)CC3)C2)s1 (configuration not stated) | -3% | 3% | -1.1% | · | 4.9% | -1% | 0% | 0.7% | -12%
CCc1ccc(CN2CCN(S(=O)(=O)Cc3ccccc3)CC2)cc1 | -4% | -12% | -1.9% | i | 0.3% | -1% | -4% | 0.9% | 13%
CCOc1cc(S(=O)(=O)NCCCN2CCOCC2)ccc1F | -5% | -8% | -0.5% | · | -0.5% | 8% | 9% | -0.5% | -4%
COc1ccc(NC(=S)NCc2ccc3c(c2)cc(C)n3C)cc1 | -5% | 33% | · | · | -0.9% | 2% | 9% | 6.8% | 7%

Next section; the last 3 above are carried over.
SMILES | Dengue-2 NS5 capping | NOD1 inhibition | West Nile virus CPE | Yfh1-off respiration | KOR beta-arrestin-1 | AID2073 | HEK293 NOD2/NF-kB | HIV peptide binding | KOR beta-arrestin-2 | others
CCc1ccc(CN2CCN(S(=O)(=O)Cc3ccccc3)CC2)cc1 | -4% | -12% | -1.9% | i | 0.3% | -1% | -4% | 0.9% | 13%
CCOc1cc(S(=O)(=O)NCCCN2CCOCC2)ccc1F | -5% | -8% | -0.5% | · | -0.5% | 8% | 9% | -0.5% | -4%
COc1ccc(NC(=S)NCc2ccc3c(c2)cc(C)n3C)cc1 | -5% | 33% | · | · | -0.9% | 2% | 9% | 6.8% | 7%
Cc1cc(Nc2cccc(C(F)(F)F)c2)n2nc(C)nc2n1 | -2% | -25% | 0.1% | i | -1.8% | 8% | 13% | 0.4% | 32%
CCOC(=O)c1sc(NC(=O)C(CC)Sc2nccn2C)nc1C (configuration not stated) | 0% | 0% | -1.0% | i | -2.7% | 0% | 2% | -0.7% | 15%
COc1ccc(NC(=O)CCCSc2nc(-c3ccco3)cc(C(F)(F)F)n2)cc1OC | 2% | -18% | 0.2% | i | 5.9% | -8% | 13% | 0.5% | 15%
COc1ccc(/C=N/NC(=O)c2ccncc2)c(C(=O)O)c1OC | -5% | 0% | -0.4% | i | -0.3% | -7% | 7% | 0.9% | 12%
COc1c(N2CCN(C(=S)Nc3ccccc3F)C(C)C2)c(F)cc2c(=O)c(C(=O)O)cn(C3CC3)c12 (configuration not stated) | 10% | 14% | -0.9% | i | -0.3% | -8% | 22% | 2.6% | 0%
Cc1cc(C)cc(N(CC(=O)NCc2ccccc2)C(=O)CCC(=O)Nc2ccccn2)c1 | -11% | 9% | -1.3% | · | 2.2% | -7% | -2% | 1.6% | -41%
CCN(CC)Cc1cc(C(C)=O)ccc1OCC(C)C | -4% | 4% | -0.1% | i | -9.2% | -4% | 24% | -0.6% | -55%
Cc1ccc(S(=O)(=O)N(C)C)cc1NC(=O)c1cccs1 | · | -7% | -0.1% | i | -5.2% | 11% | 17% | -0.7% | 22%

Reprinted at random: 3 compounds from above
SMILES | Dengue-2 NS5 capping | NOD1 inhibition | West Nile virus CPE | Yfh1-off respiration | KOR beta-arrestin-1 | AID2073 | HEK293 NOD2/NF-kB | HIV peptide binding | KOR beta-arrestin-2 | others
O=C(c1ccccc1)N1CCN(C(=O)c2ccc3c(c2)OCO3)CC1 | -11% | -11% | -0.6% | · | 2.9% | 7% | 12% | -1.0% | -22%
Cc1cc(C)cc(N(CC(=O)NCc2ccccc2)C(=O)CCC(=O)Nc2ccccn2)c1 | -11% | 9% | -1.3% | · | 2.2% | -7% | -2% | 1.6% | -41%
Cc1nn(-c2ccccc2)c2sc(C(=O)N3CCOCC3)cc12 | 0% | -10% | 0.1% | i | 4.4% | -1% | 10% | 0.8% | 0%

This is a subset; the hit share may differ from the screen's.
